IL2 activator: qHTS of IL-2 Activators | IL-2 activation reporter assay, cell-based qHTS; stimulated with anti-CD3/CD4/CD28 beads; in transgenic mouse T cells | activation, % (series mostly up to about 46 µM) | actives 0.065% (n = 360,000) | AID 652025, 2013; in the data active = activation above about 50%; inconclusive = mostly about 30% to 49%; note: 0% is about no effect
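Readout: EGFP and DsRed signals by fluorescent plate cytometry. Unstimulated transgenic mouse T cells received compound 60 min before antibody-bead stimulation, then incubated 18 h at 37 degrees C.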
A549 tox: Nrf2 qHTS screen for inhibitors: counterscreen for cytotoxicity; A549 ARE-Fluc cells, CellTiter-Fluor viability, 18-24 h; Potency, µM (doses to about 46 µM), for inactives: at the top dose activity change, negative = cytotoxicity, actives largely listed as inhibitors; actives 0.16% (n = 390,000); AID 504648, 2011; note: potency is the fitted concentration of half-maximal effect; % is set by controls: 0 for no effect and ±100 for the full control effect
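A549 ARE_Fluc cells in 5% FBS OPTI-MEM were exposed to compounds in concentration-response for 18-24 h at 37 deg C. Viability was read by CellTiter-Fluor fluorescence (Ex 405/Em 525) after 30 min, before the luciferase read.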
ATXN viability: Viability Counterscreen for Primary qHTS for Inhibitors of ATXN expression. S2 cells (HEK-293 line with an ATXN2-luciferase reporter) viability, CellTiter-Fluor protease fluorescence, 24 h. Potency, µM (series often up to 56.7 µM), most hits filed as cytotoxic. actives 0.49% (n = 400,000). AID 651635, 2014; note: potency is the fitted concentration of half-maximal effect; nearly all actives have a fitted effect of over 40% in size
EPAC2 agonist: qHTS for Agonist of cAMP-regulated guanine nucleotide exchange factor 4 (EPAC2): primary screen; EPAC2 activation, biochemical qHTS; response scale: 100% = 6.5 mM cAMP response; Potency, µM (series often up to 154 µM), inactives show at the highest dose activation, usual class: activators; actives 0.079% (n = 360,000); note: potency is the fitted concentration of half-maximal effect; nearly all actives have a fitted effect of over 50% in size
Target sequence (Q8WZA2 whole entry, looked up): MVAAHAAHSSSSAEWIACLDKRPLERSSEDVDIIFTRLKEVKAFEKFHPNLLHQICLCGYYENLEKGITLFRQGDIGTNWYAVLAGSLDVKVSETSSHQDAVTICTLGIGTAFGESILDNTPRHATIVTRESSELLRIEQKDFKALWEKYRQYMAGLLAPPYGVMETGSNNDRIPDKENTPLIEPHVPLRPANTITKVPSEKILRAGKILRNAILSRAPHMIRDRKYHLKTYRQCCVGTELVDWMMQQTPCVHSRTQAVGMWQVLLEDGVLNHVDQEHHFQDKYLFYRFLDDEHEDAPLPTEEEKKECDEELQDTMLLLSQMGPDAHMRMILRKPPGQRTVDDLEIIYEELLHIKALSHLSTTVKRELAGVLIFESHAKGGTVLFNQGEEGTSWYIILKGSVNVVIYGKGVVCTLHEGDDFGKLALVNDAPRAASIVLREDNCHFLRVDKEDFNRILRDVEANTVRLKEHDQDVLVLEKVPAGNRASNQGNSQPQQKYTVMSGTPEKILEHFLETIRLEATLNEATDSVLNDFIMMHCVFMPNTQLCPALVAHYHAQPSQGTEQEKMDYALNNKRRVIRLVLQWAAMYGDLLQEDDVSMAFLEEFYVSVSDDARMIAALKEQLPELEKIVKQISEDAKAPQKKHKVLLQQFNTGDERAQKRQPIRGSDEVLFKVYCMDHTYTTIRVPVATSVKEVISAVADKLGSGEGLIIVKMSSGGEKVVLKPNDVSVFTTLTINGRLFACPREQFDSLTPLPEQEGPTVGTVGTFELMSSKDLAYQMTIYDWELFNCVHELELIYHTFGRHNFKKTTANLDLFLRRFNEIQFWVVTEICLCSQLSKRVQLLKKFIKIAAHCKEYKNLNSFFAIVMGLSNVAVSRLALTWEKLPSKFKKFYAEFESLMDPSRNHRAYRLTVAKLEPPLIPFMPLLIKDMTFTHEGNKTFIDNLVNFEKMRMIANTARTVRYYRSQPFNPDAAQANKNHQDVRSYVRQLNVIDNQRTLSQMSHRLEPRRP
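Exchange assay: 100 nM EPAC2 with 250 nM Rap1B-BODIPY-GDP and 50 uM GDP. Fluorescence (ex 480/em 540 nm) read every 5 min for 30 min at room temperature. Data normalized to 6.5 mM cAMP as agonist control.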
Nrf2 block: Nrf2 qHTS screen for inhibitors | A549 ARE-Fluc reporter, luciferase luminescence, 18-24 h | Potency, µM (titrated, usually from 46 µM), without a hit: at the top dose activity change, negative = inhibition, actives largely listed as inhibitors | actives 2.1% (n = 360,000); note: potency is the fitted concentration of half-maximal effect; % is set by controls: 0 for no effect and ±100 for the full control effect; nearly all actives have a fitted effect of over 60% in size
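Cells were seeded and rested 2 h, then exposed to compounds for 18-24 h. CellTiter-Fluor was read first as a viability measure. BugLite was added 15 min before the final luminescent read of ARE-luciferase activity in A549 cells.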
ATXN2 expr inh: Primary qHTS for Inhibitors of ATXN expression; HEK-293 ATXN2-luciferase reporter, luminescence, 24 h; Potency, µM (top dose mostly 57 µM), for inactives: top-dose activity change, negative = inhibition, actives largely listed as inhibitors; actives 0.72% (n = 360,000); AID 1745845, 2022; note: potency is the fitted concentration of half-maximal effect; % is set by controls: 0 for no effect and ±100 for the full control effect; nearly all actives have a fitted effect of over 55% in size
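qHTS (up to 57 uM final) was run with 24 h compound exposure of reporter cells at 37 °C. Each well was multiplexed: SteadyGlo luminescence measured ATXN2-luciferase expression after a fluorogenic Gly-Phe-AFC viability readout (25 uM final).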
HepG2 tox: qHTS for Inhibitors of TGF-b: Cytotox Counterscreen; actives 0.76% (n = 410,000); HepG2 CAGA-GFP viability, ATP luminescence, 18 h; AID 588856, 2011; Potency, µM (titrated, usually from 46.1 µM), for the others: at the top dose activity change, negative = cytotoxicity, most hits filed as cytotoxic; note: potency is the fitted concentration of half-maximal effect; some results filed as inactive show a strong effect at the top dose
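CellTiter-Glo luminescence gave cytotoxicity after 18 hours at 37 degrees C. The cells were HepG2 CAGA-GFP in 1% FBS DMEM, stimulated with 500 pg/mL TGF-beta after compound addition. %Activity was normalised to no-cell wells (complete cell-killing) and DMSO (no toxicity), and curves were fitted and classified.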
Nrf2 activator: qHTS of Nrf2 Activators; AREc32 ARE-luciferase reporter (MCF7-derived line), luminescence, 24 h; Potency, µM (series often up to 46.1 µM), for inactives: at the top dose activation, usual class: activators; actives 0.31% (n = 410,000); AID 624171, 2012; note: potency is the fitted concentration of half-maximal effect; % of control where 0% means no effect; nearly all actives have a fitted effect of over 65% in size
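Each well held 1000 AREc32 cells, which were incubated with compound for 24 hr at 37 deg C after overnight attachment, and ARE reporter activity was quantified by firefly luciferase luminescence.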
TGFb inhibitor: qHTS for Inhibitors of TGF-b; actives 1.2% (n = 410,000); AID 588855, 2011; Potency, µM (series often up to 46.1 µM), for the others: at the highest dose activity, negative = inhibition, actives largely listed as inhibitors; HepG2 CAGA-GFP TGF-b/SMAD3 reporter, GFP fluorescence, 18 h; TGF-beta stimulated, 500 pg/mL final; note: potency is the fitted concentration of half-maximal effect; % is set by controls: 0 for no effect and ±100 for the full control effect; nearly all actives have a fitted effect of over 65% in size
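Per well, imaged GFP fluorescence of HEPG2 CAGA-GFP cells gives the signal; cells get compound, then TGF-beta (500 pg/mL final), 18 h at 37 degrees C; %Activity versus -TGF-beta and +DMSO controls.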
An asterisk follows results filed as active; i = inactive; u = inconclusive; x = no result given; & = joins results of further samples; [ ] = another dose, or the depositor's remark. Unless noted, calls come from the whole dose curve; as a rule, active = well fitted curve in the direction sought with a large enough effect; inconclusive = small, poorly fitted or top-dose-only effect, or another doubt; inactive = no such curve, though single readings can be large; an effect the other way counts as inactive or inconclusive.

# | Molecule | IL2 activator | A549 tox | ATXN viability | EPAC2 agonist | Nrf2 block
1 | COc1ccc(S(=O)(=O)N(CCc2ccccc2)CC(=O)O)cc1Cl | 1.2 | 8.0% | i | -12.8% | 6.4%
2 | COc1ccccc1C(=O)COC(=O)c1nc2nc(C)cc(C)n2n1 | -1.6 | -6.1% | u | 5.3% | 5.9%
3 | Cc1cccc(NC(=O)C(Cc2ccccc2)n2cccc2)c1 (centres undefined) | -0.6 | -8.1% | i | 9.4% | -10.1%
4 | CCOc1ccccc1N(CC(=O)Nc1ccccc1F)S(=O)(=O)c1ccccc1 | -0.9 | -3.5% | i | 29.6% | 4.8%
5 | CCc1ccccc1NC(=O)Cn1cc2c(n1)CCC(C)C2 (centres undefined) | x | 17.4% | i | x | 6.9%
6 | O=C1CCC(C(=O)Nc2cccc(C(F)(F)F)c2)N1 (centres undefined) | -1.7 | -4.0% | i | 4.6% | -1.7%
7 | CC(NCC(O)COc1ccc2ccccc2c1)c1ccccc1 (centres undefined) | -0.5 | 4.5% | u | 5.9% | 5.9%
8 | O=C(c1ccc(F)cc1)N1CCN(c2cnn(-c3ccccc3)c(=O)c2Cl)CC1 | 1.9 | 2.5% | i | 3.8% | u
9 | OCCC1CN(Cc2cnc(N3CCCC3)s2)CCN1C1CCCC1 (centres undefined) | -2.0 | -18.9% | i | -2.6% | 3.4%
10 | Cc1ccc(S(=O)(=O)CCC(=O)OCC(=O)NCc2ccccc2)cc1 | -3.0 | -9.9% | i | -2.0% | 9.7%
11 | COC(=O)[C@@H]1C[C@@]2(O)[C@H](O)[C@H](O)[C@H](O)C[C@H]2N1Cc1cc(OC)cc(OC)c1 | -0.4 | 9.8% | i | 6.8% | 0.8%
12 | COc1cccc(CN2CC(C(=O)N(C)Cc3ccnc4ccccc34)CCC2=O)c1 (centres undefined) | 0.1 | 6.2% | i | 2.2% | 18.8%

# | ATXN2 expr inh | HepG2 tox | Nrf2 activator | TGFb inhibitor
1 | -4.4% | 10.8% | 0.1% | -6.4%
2 | -11.6% | -21.7% | 0.2% | -9.7%
3 | x | -32.4% | 0.6% | u
4 | -15.1% | -4.4% | -0.5% | 1.5%
5 | 10.7% | 4.3% | 0.3% | 6.3%
6 | -2.0% | 8.5% | -0.2% | -16.7%
7 | 17.8µM* | 11.2µM* | 3.5% | u
8 | -24.4% | -2.1% | 5.1% | -27.5%
9 | 0.9% | 3.2% | -0.2% | 12.9%
10 | 0.8% | 8.1% | -0.1% | -1.3%
11 | 0.6% | -4.3% | -0.7% | 9.1%
12 | -1.0% | -0.7% | -0.2% | -2.3%

(listing goes on)
# | Molecule | IL2 activator | A549 tox | ATXN viability | EPAC2 agonist | Nrf2 block
13 | c1ccc(CNc2nc3ccccc3n2CCN2CCOCC2)nc1 | -0.9 | 2.1% | i | 1.9% | 11.6%
14 | FC(F)(F)c1cc(-c2cccs2)nc2ncnn12 | -0.4 | -10.9% | x | -2.3% | u
15 | Cc1ccc(C)c(N2CC(C(=O)Nc3cc(C)on3)CC2=O)c1 (centres undefined) | -4.6 | -4.2% | i | -5.8% | 2.3%
16 | O=C(CNC(=O)C1CCCCC1)Nc1ccc(F)c(Cl)c1 | 0.7 | -6.6% | i | 6.7% | 7.4%
17 | COc1ccc(C2NC(=S)NC3=C2N2CCC3CC2)cc1 (centres undefined) | -0.4 | 4.4% | i | 13.0% | -5.6%
18 | O=c1c2c([nH]n1-c1ccccc1)C[C@@H](C1CCCCC1)O[C@H]2c1ccc(F)cc1 | 1.3 | x | u | 12.1% | x
19 | CCOC(=O)N1CCC(NC(=O)c2cnn(-c3ccc(C)cc3)c2C2CCN(C(=O)OC(C)(C)C)CC2)CC1 | x | 0.2% | x | x | -4.1%
20 | COc1c(C)cc(C(O)c2ncc(-c3ccccc3Cl)[nH]2)cc1C (centres undefined) | 0.0 | x | u | 8.5% | x
21 | CCCCn1c(N)c(N(CCOC)C(=O)CCS(=O)(=O)c2ccc(Cl)cc2)c(=O)[nH]c1=O | -4.8 | -10.8% | i | -0.4% | 14.2%
22 | Cc1nc2ccccn2c(=O)c1NC(=O)c1c(F)cccc1F | x | 25.4% | x | x | x
23 | Cc1ccccc1NC(=O)C1CC(=O)N(c2ccc3c4c(cccc24)CC3)C1 (centres undefined) | -0.4 | 3.8% | i | 14.4% | 5.0%
24 | CCOC(=O)N1CCC(c2nc3ccccc3[nH]2)CC1 | -0.5 | 2.7% | i | 5.0% | -16.3%

# | ATXN2 expr inh | HepG2 tox | Nrf2 activator | TGFb inhibitor
13 | 4.7% | -3.4% | 0.2% | -0.1%
14 | -9.1% | -2.1% | 0.1% | 1.8%
15 | -8.7% | 8.7% | -0.4% | 4.5%
16 | -2.1% | 13.0% | 0.1% | -11.7%
17 | -25.0% | 13.4% | -0.7% | 0.5%
18 | 1.4% | x | 8.7% | x
19 | x | 0.2% | -1.4% | 0.0%
20 | -25.5% | -24.0% | 1.1% | -4.7%
21 | -20.1% | -18.3% | -0.1% | 0.4%
22 | x | -9.9% | 1.5% | -43.5%
23 | -3.2% | -2.2% | 0.7% | -4.4%
24 | 6.9% | -19.7% | -0.6% | -8.4%

Sorted by value in Nrf2 activator (largest number first): 3 from the list above.
| no. | SMILES | IL2 activator | Nrf2 activator | TGFb inhibitor |
| --- | --- | --- | --- | --- |
| 18 | O=c1c2c([nH]n1-c1ccccc1)C[C@@H](C1CCCCC1)O[C@H]2c1ccc(F)cc1 | 1.3 | 8.7% | x |
| 9 | OCCC1CN(Cc2cnc(N3CCCC3)s2)CCN1C1CCCC1 (centres undefined) | -2.0 | -0.2% | 12.9% |
| 24 | CCOC(=O)N1CCC(c2nc3ccccc3[nH]2)CC1 | -0.5 | -0.6% | -8.4% |

The list continues.
# | Molecule | IL2 activator | A549 tox | ATXN viability | EPAC2 agonist | Nrf2 block
25 | NC(=O)c1nn(-c2ccccc2)nc1N | -2.5 | -6.7% | i | 4.2% | -10.6%
26 | N#Cc1nnn2c1nc(N)c1c(Cl)cccc12 | -0.6 | x | i | 11.2% | x
27 | Cc1cccc(OCCCC(=O)NC(C)c2ccccc2)c1 (centres undefined) | -1.7 | 1.9% | i | -3.8% | -11.1%
28 | Cc1ccnc(NC(=O)C2CCN(S(=O)(=O)c3c(C)c(C)cc(C)c3C)CC2)c1 | -0.7 | u | i | 19.2% | u
29 | O=C(NCCS(=O)(=O)N1CCN(Cc2ccccc2)CC1)c1ccccc1 | -0.1 | -1.7% | i | 2.3% | 2.9%
30 | Cc1[nH]c2ccccc2c1C(=O)C(=O)NC1CC1 | -2.0 | -0.4% | i | 1.1% | 14.5%
31 | O=C(NCCSCc1ccco1)Nc1cccc(Cl)c1 | -3.5 | 1.5% | i | 15.6% | 8.4%
32 | N/C(Cn1nnc(-c2ccccc2)n1)=N\O | 0.4 | 15.1% | i | -4.4% | 3.1%
33 | COC(=O)N/N=C/c1cccc([N+](=O)[O-])c1 | 0.5 | -9.1% | u | 1.9% | -16.1%
34 | CC(=O)c1cccc(NC(=O)COC(=O)c2cccs2)c1 | -2.4 | 6.2% | i | 9.2% | 5.0%
35 | C=C(C)COc1ccc(-c2[nH]ncc2-c2ccc(OC)c(OC)c2)c(O)c1 | -0.8 | -5.4% | x | -0.1%[15.6 µM] | -8.1%
36 | C[C@@H](c1ccccc1)N1C[C@H](COCc2ccccc2)Oc2cc(N3CC[C@@H](N(C)C)C3)ccc2S1(=O)=O | -1.1 | x | 22.4µM* | 15.0% | x

# | ATXN2 expr inh | HepG2 tox | Nrf2 activator | TGFb inhibitor
25 | 3.4% | -5.1% | -0.5% | 1.1%
26 | 19.4% | 0.9% | -0.8% | 14.2%
27 | 1.5% | -1.7% | 0.2% | -1.1%
28 | 7.94µM* | 0.0% | 4.1% | 11.2µM*
29 | 0.9% | 10.2% | 0.1% | -13.4%
30 | 13.0% | 5.7% | -0.6% | -5.9%
31 | 22.2% | -31.4% | 0.8% | -29.0%
32 | 5.2% | 0.2% | -0.8% | 24.0%
33 | 15.5% | -8.6% | 10.0% | 9.6%
34 | 53.3%[activator] | -16.7% | 1.6% | -23.0%
35 | u | -43.5% | 2.3% | u
36 | 28.2µM* | x | 5.6% | x

Further results follow.
# | Molecule | IL2 activator | A549 tox | ATXN viability | EPAC2 agonist | Nrf2 block
37 | Cc1ccc(C(=O)OCC(=O)NCc2ccc3c(c2)OCO3)s1 | -0.1 | 1.9% | u | 3.1% | 0.4%
38 | Cc1ccccc1-n1c(=O)c(C#N)cc2c(=O)n3ccccc3nc21 | 0.8 | u | x | -20.7% | -11.2%
39 | CN1C(C)(C)CCCC1(C)C | 0.3 | -7.2% | i | 11.3% | -0.3%
40 | COc1cccc(/C(O)=C2/C(=O)C(=O)N(c3cc(C)on3)C2c2cccs2)c1 (centres undefined) | -2.1 | -18.8% | i | -7.6% | u
41 | N#C/C(=C\C1CC2C=CC1C2)c1nc2ccccc2[nH]1 (centres undefined) | 0.1 | u | i | 12.2% | u
42 | CCOc1cc(CNc2ccccc2)cc(Br)c1OCC(=O)NC(C)(C)C | -1.6 | 4.3% | i | 1.2% | u
43 | CCOC(=O)/C(C(=Nc1ccccc1)Nc1ccccc1)=C(\C)O | -0.3 | -5.0% | i | 2.7% | -6.9%

# | ATXN2 expr inh | HepG2 tox | Nrf2 activator | TGFb inhibitor
37 | 3.4% | 6.1% | -0.7% | 25.5%
38 | x | -2.7% | 0.3% | 9.4%
39 | 8.3%&-11.5% | 2.8% | 0.4% | 4.8%
40 | 21.3% | -11.9% | 0.6% | -11.5%
41 | 8.1% | -14.2% | 12.5% | -24.0%
42 | u | -22.6% | 5.8% | u
43 | x | -1.6% | 0.4% | 1.1%
